# Screens: PubChem, several laboratories
# RTF Ca sens act: increases calcium sensitivity of human cardiac regulated thin filaments. P19429+P45379. IANBD-labeled TnC RTF fluorescence at EC20 calcium; 0% EC20 calcium, 100% full calcium. activation, % at 7.2 µM. hit rate 0.24% among 340,000;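 active means activation above the mean over all tested compounds plus 3 SD, cut at about 30% in these data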;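 further: rise in fluorescence read as greater calcium sensitivity of cardiac thin filaments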
# Rtt109 HAT inh: blocks Candida albicans Rtt109/Vps75 acetyltransferase activity; AID 540336; hit rate 0.16% among 330,000; purified Rtt109/Vps75, ThioGlo CoA-SH fluorescence, 4 h; Q5AAJ8; inhibition, % at 34.9 µM;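 active means inhibition of at least 50% in every replicate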
# Target sequence (Q5AAJ8 whole entry, looked up): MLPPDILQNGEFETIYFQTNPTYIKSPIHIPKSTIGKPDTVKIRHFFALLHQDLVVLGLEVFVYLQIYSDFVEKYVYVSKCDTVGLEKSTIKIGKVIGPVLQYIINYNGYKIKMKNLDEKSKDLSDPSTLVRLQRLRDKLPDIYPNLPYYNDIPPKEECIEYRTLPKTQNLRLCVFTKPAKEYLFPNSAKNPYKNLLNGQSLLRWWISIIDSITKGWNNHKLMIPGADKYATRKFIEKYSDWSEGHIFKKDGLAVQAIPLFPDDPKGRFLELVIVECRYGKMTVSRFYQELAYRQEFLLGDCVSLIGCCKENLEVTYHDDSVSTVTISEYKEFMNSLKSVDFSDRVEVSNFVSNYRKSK
# LANA DNA inh: inhibitors of KSHV LANA C-terminal domain DNA binding; MBP-C-LANA/FAM-LBS DNA binding, fluorescence polarization; inhibition, % at 9 µM; AID 504423; hit rate 0.078% among 340,000;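 active means highest replicate inhibition at or above 60% at 9 µM, even if other replicates fall short; inactive means all replicates below 60% inhibition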;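 further: 0% = neutral control wells and 100% = 4 µM acridine orange control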
# SR-BI uptake up: SR-BI HDL lipid transfer activation. hit rate 0.096% among 320,000. CHO ldlA[mSR-BI] cells, DiI-HDL uptake fluorescence, 3 h; 100 = double the neutral-control signal. activation, % at 12.5 µM;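 active means mean replicate activation of at least 60% and every replicate at or above 60%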;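 further: 0% = median plate neutral-control signal and 100% = twice that signal; values of inactives mirror those of a sister screen read the other way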
#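 Test system: SR-BI-overexpressing, LDLR-lacking CHO cells; Also added: labelled HDL, 10 µg/mL; Measured by: bottom-read cell fluorescence after medium removal, ex 550/em 595 nm; Timing: 3 h uptake period with compound, 37 °C; Buffer or medium: F12, 0.5% BSA, 25 mM HEPES; Doses: single compound concentration, delivered by pin transfer.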
# CAL PDZ FP-1: inhibitors of human CAL PDZ peptide binding | Q9HD26 | purified CAL PDZ, TMR-peptide fluorescence polarization, 1 h | inhibition, % at 24.9 µM | hit rate 0.92% among 300,000 | AID 602252;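 active means mean inhibition of at least 30% with at least half of replicates also reaching 30%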;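 further: 0% = DMSO neutral control and 100% = excess unlabeled competitor peptide PRC23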
# RTF Ca sens inh: cardiac RTF calcium desensitization | inhibition, % at 7.15 µM | hit rate 0.12% among 340,000 | P19429+P45379 | AID 493244 | IANBD-labeled cardiac RTF, Ca2+ fluorescence;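 active means inhibition above the mean inhibition of all tested compounds plus 3 SD, cut at about 17% in these data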;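 further: assay run at fixed EC70 calcium of 1.6 mM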
# PKA-R2B act: activates the human PKA-R2B holoenzyme complex | PKA-R2B holoenzyme dissociation, Cy5-IP20 fluorescence polarization; R2B truncated from residue 108, S112A mutant; 0% DMSO only, 100% 113 µM cGMP | activation, % at 11.4 µM | hit rate 0.079% among 340,000 | AID 504700;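 active means activation above a cutoff set at the mean over all compounds plus 3 SD, cut at about 18% in these data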;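 further: higher means more holoenzyme dissociation and a rise in polarization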
# Target sequence (P31323 whole entry, looked up, other chains not shown, the tested form may be a part): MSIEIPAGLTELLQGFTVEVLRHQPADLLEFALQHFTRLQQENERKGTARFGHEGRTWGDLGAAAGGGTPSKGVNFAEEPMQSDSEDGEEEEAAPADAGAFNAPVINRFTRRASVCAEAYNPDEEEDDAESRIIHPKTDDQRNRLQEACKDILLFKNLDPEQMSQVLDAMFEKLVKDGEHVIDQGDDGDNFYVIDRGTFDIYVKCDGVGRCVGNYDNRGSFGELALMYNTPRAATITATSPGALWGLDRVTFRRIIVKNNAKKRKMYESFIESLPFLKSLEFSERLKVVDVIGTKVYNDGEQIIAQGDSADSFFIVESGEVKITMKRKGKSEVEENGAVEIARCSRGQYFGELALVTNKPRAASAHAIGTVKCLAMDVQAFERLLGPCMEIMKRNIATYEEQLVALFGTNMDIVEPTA
# Keap1 Nrf2 FP: disrupts human Keap1 binding to Nrf2 peptide; inhibition, % at 9.4 µM; Q14145; hit rate 0.15% among 340,000; Keap1 Kelch-Nrf2 peptide fluorescence polarization, 1536-well; in the data active means inhibition above about 12%;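 further: human Keap1 Kelch domain with fluorescein labeled Nrf2 9mer peptide probe; 0% = neutral control wells and 100% = peptide positive control; higher means more block of Keap1 binding to Nrf2 peptide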
# DAGLB inh: diacylglycerol lipase beta (human) inhibition. hit rate 0.059% among 340,000. inhibition, % at 5.17 µM. HEK293T DAGLB membrane lysate, EnzChek fluorogenic substrate. Q8NCG7; in the data active means inhibition above about 34%;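 further: 0% = enzyme with vehicle and 100% = wells lacking enzyme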
# CAL PDZ FP-2: blocks peptide binding to human CAL PDZ domain | inhibition, % at 20 µM | AID 504414 | purified CAL PDZ, TMR-peptide fluorescence polarization, 1 h | hit rate 0.02% among 330,000;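 active means highest replicate inhibition of at least 40%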;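 further: plate controls were DMSO neutral control wells for no effect and unlabeled competitor peptide control wells for full effect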
#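 Material – purified CerCALP PDZ construct · Detection – FP readout, S and P plane fluorescence · Measure – percent inhibition from loss of millipolarization · Controls – unlabelled peptide for full inhibition, DMSO wells as neutral · Probe or stimulus – TMR-labelled reporter peptide T*-PRC34 bound in PDZ groove · Times – 1 h at RT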
# Numbers without * were called inactive; / = not tested or not shown; & = joins results of further samples.
SMILES,RTF Ca sens act,Rtt109 HAT inh,LANA DNA inh,SR-BI uptake up,CAL PDZ FP-1,RTF Ca sens inh,PKA-R2B act,Keap1 Nrf2 FP,DAGLB inh,CAL PDZ FP-2
O=C(Nc1cccc(-c2ccc3nncn3n2)c1)C(F)(F)F,-1.4,0.3,-0.3,-16.4,/,-6.0,-15.1,-3.0,0.2,-1.1
COc1cc(C2C3C(=O)N(c4ccccc4)C(=O)C3ON2c2ccccc2)cc(OC)c1OC (centres undefined),0.1,5.7,-0.8,9.1,0.7,-5.2,-5.1,-2.9,1.5,-0.3
O=c1c(Cl)nc2cc(Cl)ccc2n1CCNc1ncc(C(F)(F)F)cc1Cl,-4.3,5.1,21.7,21.9,-4.1,-1.0,0.6,-3.5,-7.2,/
COc1ccccc1OCCC(=O)Nc1ccc2c(c1)OCO2,-0.7,31.4,-0.9,-16.6,-0.4,-6.5,0.2,0.6,-4.9,0.6
O=C(CN1C2=NCCN2c2ccccc21)c1ccco1,-3.2,7.2,15.1,/,-1.7,-1.6,11.6,-0.6,-0.8,0.7
CC(=O)c1c(C)nc2nonc2c1N,4.9,/,-2.8,25.9,-2.0,-11.3,-3.4,0.4,-0.9,-0.9
C=CCN(Cc1cn(C)nc1-c1cccc(Cl)c1)C1CCS(=O)(=O)C1 (centres undefined),4.2,-3.2,-0.1,8.9,/,4.4,-1.9,-2.8,0.2,-0.3
COCCCNS(=O)(=O)c1cc2c3c(c1)C(C)C(=O)N3CCC2 (centres undefined),2.0,-5.8,1.4,/,-1.3,-10.6,-12.3,-2.4,-1.7,-2.4
CC1(C)OC(=O)C(=NNc2ccccc2)C(=O)O1,5.8,2.9,-0.5,17.1,-0.1,-3.1,-0.4,-7.2,-2.3,-0.1
CCc1ccc(OCC(=O)Nc2nnc(C3CCCC3)s2)cc1,-0.8,1.0,0.0,0.4,-0.8,-9.2,-4.5,1.5,-5.8,-0.5
O=C(NCCN1CCOCC1)c1cc(-c2ccc(Cl)cc2)on1,1.0,20.7,0.4,-2.2,-3.5,-2.2,7.6,1.3,0.0,-3.0
C[C@H](NC(=O)c1nc[nH]c1C(=O)N[C@@H](Cc1ccccc1)C(=O)OCc1ccccc1)C(=O)OCc1ccccc1,4.0,3.3,-3.0,-9.3,-3.2,2.8,-0.3,2.3,-2.6,0.3
C/C(=N\NC(=O)Nc1ccccc1)c1ccc2ccccc2c1,-3.6,4.4,2.5,12.4,6.6,-12.7,-1.5,1.7,-12.4,-0.5
CCOc1cc(-c2sc(Nc3ccccc3)n[n+]2-c2ccc(F)cc2)ccc1OC,-2.9,12.6,-0.5,22.2,0.3,-8.9,-4.3,1.4,-0.1,-0.1
Cn1cccc1C(C#N)c1ncc(C(F)(F)F)cc1Cl (centres undefined),2.1,-1.5,-1.0,-26.9,-1.7,3.5,-10.1,2.7,-1.0,0.0
COc1ccc(Cc2c(O)nc(SCC(=O)NC34CC5CC(CC(C5)C3)C4)[nH]c2=O)cc1,-3.7&-1.6,-9.6&16.0,2.2&-0.1,6.4&4.3,5.9&0.0,0.3&-4.6,5.0&-4.2,1.4&-1.9,0.0&-1.9,-0.4&1.0
CC(C)(C)C(=O)N1CCC[C@@]1(CO)C(=O)O,-1.3,3.5,2.5,51.7,-2.6,-12.1,-3.0,-5.9,-2.0,-0.2
CCN1CNC(=S)N(Cc2ccccc2)C1,-5.2,4.6,-0.6,22.8,-2.2,-7.6,-5.4,-2.9,2.2,-2.4
Cc1ccc(C)c(NC(=O)CCC(=O)N/N=C/c2ccc[nH]2)c1,0.1,4.2,-3.9,7.2,/,-2.7,-3.8,-4.9,-1.2,-2.2
CCN(c1ccccc1)S(=O)(=O)c1cc(C(=O)NCC(c2ccco2)N2CCCCC2)ccc1C (centres undefined),0.8,5.2,-0.5,8.8,-2.7,-3.3,-4.2,-4.2,-1.7,-1.2
CC1=CSC2=NC(=O)/C(=C\c3cccn3-c3ccc([N+](=O)[O-])cc3)C(=N)N12,4.6,-0.8,-1.6,-28.6,-2.8,-8.9,-1.1,-2.5,10.1,0.6
Cc1nnc(NC(=O)Oc2ccccc2)s1,11.9,6.5,-0.9,12.6,-7.6,3.0,-6.1,-6.7,2.0,-2.9
COc1ccccc1-c1nc(C(=O)NCC2CCCO2)cc2c1[nH]c1ccccc12 (centres undefined),5.3,-0.9,1.7,-64.6,-5.9,5.3,-5.6,-3.6,-5.5,-6.3
O=C(NCCNc1ccc([N+](=O)[O-])cc1)c1ccccc1F,-3.6,3.2,-0.7,-18.4,2.6,-15.4,1.5,0.1,-3.6,-0.4
CCCCn1c(N)c(N(CC(C)C)C(=O)C2CC(=O)N(Cc3ccco3)C2)c(=O)[nH]c1=O (centres undefined),-6.1,-0.7,2.0,11.8,/,-4.0,-7.7,-4.5,-1.6,-1.3
C=CCOc1ccc(CN(C)CC(O)COc2ccc(CCC(C)=O)cc2)cc1 (centres undefined),-8.6,-0.4,-2.5,/,/,-4.3,4.4,3.9,0.1,-0.3
COc1ccc(/C=C2\C(=O)NC(=S)N2C(=O)c2ccc(F)cc2)cc1,7.8,-22.6,-2.1,-9.6,4.2,-8.1,3.9,-6.5,4.4,-5.4
COc1ccccc1NS(=O)(=O)c1ccc(C)c(C(=O)Nc2cc(C)on2)c1,1.6,1.4,0.6,-3.1,-7.1,7.4,0.9,-1.7,2.3,0.0
O=C(Cc1cccs1)NNC(=S)NC(=O)c1ccccc1,-3.1,6.3,-0.2,1.3,1.1,3.8,-6.0,0.6,1.6,-1.9
Cc1onc(-c2c(F)cccc2Cl)c1C(=O)OCC(=O)NC(c1ccccc1)c1ccccc1,11.2,-17.6,-1.6,-18.0,3.4,-5.3,-0.3,-7.2,-7.2,/
CC(=O)Nc1c(Cl)c(Cl)c2c(c1Cl)C(=O)c1cc(Cl)ccc1-2,-2.1,-3.4,2.3,-19.4,0.9,-5.7,-15.7,-1.1,2.6,0.8
CCn1ncc(/C=N\NC(=O)COc2cc(C)cc(C)c2)c1C,6.4,1.3,0.6,17.0,-3.4,2.4,5.3,1.7,0.1,-0.8
CN1CCN(S(=O)(=O)c2ccc(NC(=O)c3ccc(Br)o3)cc2)CC1,-0.9,/,-0.2,-6.3,1.6,-0.7,-8.3,-3.5,0.2,-2.6
Brc1ccc2nc(-c3cccs3)c(NCC3CCCO3)n2c1 (centres undefined),-2.9,2.2,-1.3,-17.8,1.0,3.6,-8.9,-0.2,-2.0,-0.1
CCCn1c(-c2cccs2)nc2c1c(=O)[nH]c(=O)n2Cc1ccccc1,0.0,-9.6,0.2,-16.5,/,-15.6,-6.3,5.1,3.4,-1.9
O=C1CC2(CCCCC2)Oc2ccc(F)cc21,-3.3,-3.7,-0.6,12.3,-1.0,-15.3,-8.3,0.6,-5.3,-0.4
Cc1c(C(=O)O)cc(C(C)(C)C)n1CCSCCO,-1.7,-5.3,0.0,10.9,4.8,3.3,1.3,-1.9,1.0,0.5
COc1cccc2cc(C(=O)N3C(C)CCCC3C)c(=O)oc12 (centres undefined),-0.9,-0.8,-2.5,-14.4,-5.3,-5.4,1.0,1.0,-2.1,0.3
Cc1ccc2nsnc2c1NC(=O)c1ccccc1[N+](=O)[O-],3.0,1.6,8.7,-12.0,-3.9,-4.3,7.7,6.0,-1.5,-0.1
COc1ccc(OC)c(NC(=O)CSc2nc(N)c(-c3ccccc3)c(=O)[nH]2)c1,-5.5,4.5,0.0,17.4,-0.4,8.7,9.1,-0.9,-1.1,1.0
O=C1NCCCC2c3c(cc(Br)c(O)c3Br)OC12N1CCCCC1 (centres undefined),8.6,-12.9,0.7,0.8,-2.5,-10.6,6.5,-2.2,-13.5,-0.8
CC1(C)SC(=S)N(Cc2ccc3c(c2)OCO3)C1N(O)C(=O)NC1CCCCC1 (centres undefined),0.2,20.0,2.3,-13.1,-9.2,-16.9,1.6,3.8,-1.8,-0.4
CC(=O)N(c1ccc(C)cc1)c1nc(C)cc(C)c1C#N,4.5,2.5,1.3,-15.0,4.5,0.0,-2.9,-2.0,-2.0,-0.1
COC(=O)C1=C(C)NC(=S)NC1c1ccc(-c2ccccc2C(=O)OC)o1 (centres undefined),0.7,17.4,-0.9,-54.8,-0.1,2.9,-12.6,-7.0,-1.3,-1.0
Nc1ccc(Cl)cc1/C(=N/O)c1ccccc1,1.7,-0.5,0.1,9.3,-6.9,3.1,-10.4,3.8,2.4,/
Cc1cc(C)nc(NCCCc2ccccc2)n1,-1.6,-14.2,0.4,-18.7,-1.7,-2.9,3.4,-5.0,-5.1,-2.9
COc1ccc(C(=O)Nc2ccnn2C2CCN(C(=O)c3cc(C)on3)CC2)cc1,0.9,-3.6,-0.4,-14.0,-3.6,-6.6,-2.3,1.5,-1.6,-2.2
COc1cc(C)c(Cl)cc1S(=O)(=O)n1cnc(C)c1,1.9,-3.8,1.7,2.2,-11.4,5.2,-11.2,-0.7,1.6,-0.7
O=C(NCCCN1CCN(Cc2ccccc2)CC1)C1CCN(c2nnc(-n3cccc3)s2)CC1,-0.5,-3.7,1.3,/,-1.3,8.7,-11.9,-5.6,1.7,-0.2
COc1ccc(NC(=O)c2ccc(NC(=O)C(C)C)cc2)c([N+](=O)[O-])c1,-0.9,5.0,1.5,-35.5,-0.4,-10.1,-4.1,-5.1,1.3,0.3

# Of the compounds above, three contain bromine:
SMILES,RTF Ca sens act,Rtt109 HAT inh,LANA DNA inh,SR-BI uptake up,CAL PDZ FP-1,RTF Ca sens inh,PKA-R2B act,Keap1 Nrf2 FP,DAGLB inh,CAL PDZ FP-2
CN1CCN(S(=O)(=O)c2ccc(NC(=O)c3ccc(Br)o3)cc2)CC1,-0.9,/,-0.2,-6.3,1.6,-0.7,-8.3,-3.5,0.2,-2.6
Brc1ccc2nc(-c3cccs3)c(NCC3CCCO3)n2c1 (centres undefined),-2.9,2.2,-1.3,-17.8,1.0,3.6,-8.9,-0.2,-2.0,-0.1
O=C1NCCCC2c3c(cc(Br)c(O)c3Br)OC12N1CCCCC1 (centres undefined),8.6,-12.9,0.7,0.8,-2.5,-10.6,6.5,-2.2,-13.5,-0.8

# (more compounds)
SMILES,RTF Ca sens act,Rtt109 HAT inh,LANA DNA inh,SR-BI uptake up,CAL PDZ FP-1,RTF Ca sens inh,PKA-R2B act,Keap1 Nrf2 FP,DAGLB inh,CAL PDZ FP-2
O=C(NN1CCOCC1)c1cc(-c2ccc(Br)cc2)nc2ccccc12,-2.5,-12.0,0.0,-37.6,59.0*,-2.0,4.2,-2.2,-0.4,-0.3
COc1ccc(Oc2nc(C)cc(C)c2S(=O)(=O)c2ccc(C)cc2)cc1,8.7,22.2,-1.6,-16.7,-0.5,8.3,3.7,-3.3,-5.2,-0.5
Cc1noc(C)c1CCC(=O)N1CCCC(CO)(Cc2ccccc2)C1 (centres undefined),-9.3,0.8,0.1,1.8,-0.9,-6.0,-10.1,-0.5,-2.5,0.1
CCCC[C@@H]1CNC(=O)C(=O)N1CC(C)(C)C,-4.0,-8.2,1.7,19.8,-1.7,-8.4,-0.9,5.7,1.7,-0.8
